# Assay outcomes deposited in PubChem by The Scripps Research Institute Molecular Screening Center.
# ASAP1 inh: ASAP1 ArfGAP inhibition; ASAP1-stimulated ARF1 GTP hydrolysis, GDP FP detection; inhibition, % at 16.5 µM; hit rate 0.19% among 360,000; AID 624377; in the data active = inhibition above about 25%;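 note: 0% = vehicle with enzyme and substrate and 100% = no enzyme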
# Target sequence (Q9ULH1 325-724 limits assumed): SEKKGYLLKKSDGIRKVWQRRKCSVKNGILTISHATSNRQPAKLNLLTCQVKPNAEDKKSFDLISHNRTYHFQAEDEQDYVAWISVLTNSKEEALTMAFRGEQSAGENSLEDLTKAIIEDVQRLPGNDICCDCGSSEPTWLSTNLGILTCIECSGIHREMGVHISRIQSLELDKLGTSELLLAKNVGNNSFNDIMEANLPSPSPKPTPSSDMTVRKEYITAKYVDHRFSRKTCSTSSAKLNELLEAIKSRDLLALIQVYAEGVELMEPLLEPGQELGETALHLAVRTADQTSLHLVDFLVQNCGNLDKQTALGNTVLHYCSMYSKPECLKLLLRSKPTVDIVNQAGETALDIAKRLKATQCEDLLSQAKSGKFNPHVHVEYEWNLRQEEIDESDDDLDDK
# MBD2 DNA inh: inhibitors of human MBD2 binding to methylated oligonucleotide. Q9UBB5. TR-FRET. inhibition, % at 4.4 µM. hit rate 0.31% among 370,000. AID 686964; in the data active = inhibition above about 13%
# Target sequence (Q9UBB5 whole entry, looked up): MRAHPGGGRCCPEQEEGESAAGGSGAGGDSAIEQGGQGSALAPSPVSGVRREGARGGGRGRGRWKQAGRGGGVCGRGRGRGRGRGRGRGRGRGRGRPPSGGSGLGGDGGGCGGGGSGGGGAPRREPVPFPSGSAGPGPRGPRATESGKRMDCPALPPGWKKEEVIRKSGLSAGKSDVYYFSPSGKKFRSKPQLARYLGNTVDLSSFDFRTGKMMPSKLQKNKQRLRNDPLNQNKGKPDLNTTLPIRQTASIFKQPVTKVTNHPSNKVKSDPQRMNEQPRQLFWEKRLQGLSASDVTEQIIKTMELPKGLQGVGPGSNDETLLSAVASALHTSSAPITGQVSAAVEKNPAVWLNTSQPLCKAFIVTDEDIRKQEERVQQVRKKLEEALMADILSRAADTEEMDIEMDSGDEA
# Tn6 DDE FP: disrupts Tn6 cyclic peptide binding to fibrin D-Dimer-E complex | AID 720509 | hit rate 0.21% among 370,000 | Fibrin DD(E) TRITC-Tn6 fluorescence polarization displacement | P02675 | inhibition, % at 8.3 µM;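 active = inhibition above a per-campaign cutoff: mean of compounds within control limits plus 3 SD, cut at about 15% in these data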;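 note: 0% = median of all compound wells on the plate and 100% = blocking peptide control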
# PLCg1 inh: PLC-gamma1 (human) inhibition, primary screen; P19174; hit rate 0.84% among 370,000; purified PLC-gamma1, fluorogenic substrate, fluorescence; inhibition, % at 12.2 µM; AID 720700; in the data active = inhibition above about 9.5%
# ARFGAP1 inh: rat ARFGAP1 inhibition. Q62848. Arfgap1-stimulated ARF1 GTP hydrolysis, GDP FP detection. inhibition, % at 16.5 µM. hit rate 0.26% among 360,000. AID 651572;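 active = inhibition above a per-plate limit, mean inhibition of low control wells plus 3 SD, cut at about 25% in these data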;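 note: 0% = DMSO wells with enzyme and 100% = wells lacking Arfgap1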
# Target sequence (Q62848 1-136 limits assumed): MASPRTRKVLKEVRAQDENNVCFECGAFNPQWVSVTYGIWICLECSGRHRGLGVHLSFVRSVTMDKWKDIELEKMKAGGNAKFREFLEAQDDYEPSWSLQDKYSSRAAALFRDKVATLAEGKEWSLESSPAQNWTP
#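 system = rat Arfgap1 catalytic domain, aa 1-136 | technique = FP, GDP Alexa 633 tracer displaced from anti-GDP antibody, 620/688 nm | compound = one concentration, 16.5 µM, DMSO 1.26% | medium = HEPES-based buffer, pH 7.5 | timing = compound-enzyme preincubation 20 min, reaction 120 min, detection 60 min, 25 °C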
# UHRF1 binding: human UHRF1 methylated DNA binding inhibitors. Q96T88. UHRF1 binding to methylated oligo, TR-FRET. inhibition, % at 4.4 µM. hit rate 0.75% among 370,000. AID 687016; in the data active = inhibition above about 21%;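 note: UHRF1 SRA domain binding a hemimethylated CpG hairpin DNA probe; 0% = median of test compound wells and 100% = reference inhibitor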
# proKLK7 act: activates the human kallikrein-7 zymogen; activation, % at 7 µM; purified proKLK7, EDANS-DABCYL substrate fluorescence; 100% is mature enzyme control, 0% vehicle; hit rate 0.9% among 370,000; P49862;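 active = activation above the mean of all tested compounds plus 3 SD, computed per campaign excluding outliers beyond control limits, cut at about 13% in these data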
# ADAM17 inh: inhibits human ADAM17 | recombinant ADAM17, EDANS/DABCYL FRET peptide cleavage | inhibition, % at 6.95 µM | hit rate 0.83% among 370,000 | AID 720648;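 active = inhibition above the mean of compounds lying between control limits plus 3 SD, set per campaign, cut at about 8.5% in these data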;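 note: 0% = DMSO-only wells as the low control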
# DDE Tn7 FP inh: DD(E)-Tn7 binding inhibition, primary FP screen; hit rate 0.13% among 370,000; FP displacement of FITC-Tn7 peptide from fibrin DD(E); 0% = median of compound wells per plate; inhibition, % at 8.3 µM;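 active = inhibition above the mean of compounds falling within the control limits plus 3 SD of them, cut at about 14% in these data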;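 note: 0% = plate median of compound wells and 100% = 10 µM Aha-Tn7 peptide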
#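 Measure: % inhibition scaled between sample-field median and high-control FP; Test system: human fibrin DD(E); Quantity: 2 µM final DD(E) protein; Doses: one dose, 8.3 µM nominal; Schedule: compound with protein 10 min, then 3 h after probe, room temperature; Detection: fluorescence polarization; Medium: Tris buffer with calcium and detergent, pH 7.8.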
# PLCb3 inh: inhibitors of human phospholipase C beta3 | Purified PLC-beta3, fluorogenic substrate, fluorescence | hit rate 0.18% among 370,000 | inhibition, % at 12.2 µM | Q01970; in the data active = inhibition above about 11%;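 note: 0% = median of compound wells on plate and 100% = full blocker control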
# The depositor's hits bear a star.
[1] Brc1ccc2ncnc(Nc3cccc4ccccc34)c2c1
[2] N/C(Cc1nc2ccccc2s1)=N\O
[3] CC1CCCN(C2=NC(=O)/C(=C/c3cn(-c4ccccc4)nc3-c3cccc(S(=O)(=O)N(C)C)c3)S2)C1 (configuration not stated)
[4] CC(=O)Cc1nsc(NC(=O)c2cc(-c3ccccc3Cl)oc2C)n1
[5] COc1ccc(Br)cc1CN(C)C(C)C(=O)Nc1cc([N+](=O)[O-])ccc1OC (configuration not stated)
[6] Cc1ccccc1C(=O)Nc1ccc(S(=O)(=O)N2CCCC2)cc1
compound no.	1	2	3	4	5	6
ASAP1 inh	5	-4	13	-8	-1	9
MBD2 DNA inh	-1	0	1	-1	2	1
Tn6 DDE FP	1	0	-2	-2	-1	0
PLCg1 inh	-9	0	-6	-6	2	1
ARFGAP1 inh	5	-3	10	-2	5	13
UHRF1 binding	0	-2	-1	-2	4	-2
proKLK7 act	1.0	-0.3	-0.7	-0.6	0.0	-0.1
ADAM17 inh	0	-1	-3	2	0	1
DDE Tn7 FP inh	-3	1	-2	6	3	0
PLCb3 inh	-15	-29	0	-10	-1	-2

[7] Cc1ccc(S(=O)(=O)N2CCC(=O)N(C(CO)Cc3ccccc3)CC2)cc1 (configuration not stated)
[8] CC(=O)Nc1cccc(-c2csc(C(C)(NC(C)=O)c3ccccc3)n2)c1 (configuration not stated)
[9] CNC(=S)NCCN1CCOCC1
[10] CC1(C)CC(c2nc(-c3ccc(Br)cc3)cs2)CCS1 (configuration not stated)
[11] O=C(CCN1CCc2ccccc2C(c2ccccc2)C1)c1ccc2c(c1)OCCO2 (configuration not stated)
[12] OC1(c2ccccc2)CCN(Cc2ccccc2)C2CCCCC21 (configuration not stated)
compound no.	7	8	9	10	11	12
ASAP1 inh	3	3	-16	7	9	14
MBD2 DNA inh	6	2	4	1	-5	6
Tn6 DDE FP	-6	-11	-1	8	-4	-2
PLCg1 inh	-2	3	-1	0	-2	4
ARFGAP1 inh	1	-4	-7	0	14	-3
UHRF1 binding	2	-1	-4	5	0	2
proKLK7 act	0.8	0.1	-0.4	-0.7	0.9	0.1
ADAM17 inh	-3	1	-3	3	0	-2
DDE Tn7 FP inh	1	-9	-6	-7	-3	2
PLCb3 inh	-1	6	0	1	2	-1

[13] Cc1nn(-c2ccccc2)c(Cl)c1C(=O)OCC(=O)NCCc1ccc(S(N)(=O)=O)cc1
[14] c1nc(N2CCC3(CC2)OCCO3)c2c3c(sc2n1)CCCC3
[15] Cn1cccc1/C=N/n1c(-c2ccc(Cl)cc2Cl)n[nH]c1=S
[16] COc1ccc([C@H]2C[C@H](O)[C@@H](n3cc(C4CC4)nn3)CN2C(=O)C2CCCCC2)cc1
[17] C/C(N)=C(/C#N)C(=O)COC(=O)[C@@H](NC(=O)c1ccccc1Cl)C(C)C
[18] CCCCN1CC(N2CCCC2)CS1(=O)=O (configuration not stated)
compound no.	13	14	15	16	17	18
ASAP1 inh	5	-2	2	-7	-4	2
MBD2 DNA inh	0	-1	-1	1	-3	-2
Tn6 DDE FP	3	7	-4	-3	0	-6
PLCg1 inh	4	1	-3	-3	0	5
ARFGAP1 inh	11	-6	3	4	13	-7
UHRF1 binding	0	0	16	5	2	-1
proKLK7 act	-0.1	-0.3	0.1	0.2	0.7	-0.2
ADAM17 inh	1	1	1	-2	0	-3
DDE Tn7 FP inh	0	4	-1	1	-8	0
PLCb3 inh	-1	-1	-1	4	1	3

[19] CC(=O)c1cccc(NC(=O)Nc2ccc3c(c2)OCO3)c1
[20] O=C(CSc1ncccn1)Nc1ccccc1
[21] COc1ccc(CCN2CC(C(=O)NCCCc3ccncc3)CCC2=O)cc1 (configuration not stated)
[22] CCOc1cc(C(=O)N2CCCN(C)CC2)cc(OCC)c1OCC
[23] Cc1cc(C)cc(NC(=O)c2ccc(CSc3nnc(C)s3)cc2)c1
[24] COC(=O)C1Cc2ccccc2CN1C(=O)CCl (configuration not stated)
compound no.	19	20	21	22	23	24
ASAP1 inh	2	-4	18	-7	6	-3
MBD2 DNA inh	-1	-2	5	2	-4	-1
Tn6 DDE FP	-10	-2	4	4	-11	4
PLCg1 inh	-3	0	2	4	2	0
ARFGAP1 inh	8	3	-1	-3	-1	10
UHRF1 binding	-4	0	1	-3	1	-1
proKLK7 act	0.0	-0.5	-0.6	-0.1	-0.2	-0.3
ADAM17 inh	0	-2	-3	-1	1	-6
DDE Tn7 FP inh	-5	2	2	-7	-4	-6
PLCb3 inh	-7	1	1	-1	3	-8

# Compounds 12–22 from above:
[12] OC1(c2ccccc2)CCN(Cc2ccccc2)C2CCCCC21 (configuration not stated)
[13] Cc1nn(-c2ccccc2)c(Cl)c1C(=O)OCC(=O)NCCc1ccc(S(N)(=O)=O)cc1
[14] c1nc(N2CCC3(CC2)OCCO3)c2c3c(sc2n1)CCCC3
[15] Cn1cccc1/C=N/n1c(-c2ccc(Cl)cc2Cl)n[nH]c1=S
[16] COc1ccc([C@H]2C[C@H](O)[C@@H](n3cc(C4CC4)nn3)CN2C(=O)C2CCCCC2)cc1
[17] C/C(N)=C(/C#N)C(=O)COC(=O)[C@@H](NC(=O)c1ccccc1Cl)C(C)C
[18] CCCCN1CC(N2CCCC2)CS1(=O)=O (configuration not stated)
[19] CC(=O)c1cccc(NC(=O)Nc2ccc3c(c2)OCO3)c1
compound no.	12	13	14	15	16	17	18	19
ASAP1 inh	14	5	-2	2	-7	-4	2	2
MBD2 DNA inh	6	0	-1	-1	1	-3	-2	-1
Tn6 DDE FP	-2	3	7	-4	-3	0	-6	-10
PLCg1 inh	4	4	1	-3	-3	0	5	-3
ARFGAP1 inh	-3	11	-6	3	4	13	-7	8
UHRF1 binding	2	0	0	16	5	2	-1	-4
proKLK7 act	0.1	-0.1	-0.3	0.1	0.2	0.7	-0.2	0.0
ADAM17 inh	-2	1	1	1	-2	0	-3	0
DDE Tn7 FP inh	2	0	4	-1	1	-8	0	-5
PLCb3 inh	-1	-1	-1	-1	4	1	3	-7

[20] O=C(CSc1ncccn1)Nc1ccccc1
[21] COc1ccc(CCN2CC(C(=O)NCCCc3ccncc3)CCC2=O)cc1 (configuration not stated)
[22] CCOc1cc(C(=O)N2CCCN(C)CC2)cc(OCC)c1OCC
compound no.	20	21	22
ASAP1 inh	-4	18	-7
MBD2 DNA inh	-2	5	2
Tn6 DDE FP	-2	4	4
PLCg1 inh	0	2	4
ARFGAP1 inh	3	-1	-3
UHRF1 binding	0	1	-3
proKLK7 act	-0.5	-0.6	-0.1
ADAM17 inh	-2	-3	-1
DDE Tn7 FP inh	2	2	-7
PLCb3 inh	1	1	-1

# Carrying on.
[25] COCc1cc(C)n(CC(=O)N/N=C/c2ccc(-c3ccc(Cl)c(C(=O)O)c3)o2)c(=O)c1C#N
[26] CC(C)NS(=O)(=O)c1cccc2nsnc12
[27] CC(=O)c1ccc(NC(=O)C2CCCN(c3ncnc4c3nc3n4CCCCC3)C2)cc1 (configuration not stated)
[28] O=C(NCCN1CCOCC1)c1ccc(Cl)c(S(=O)(=O)N2CCOCC2)c1
[29] Cc1cc(C)nc(/N=C2\NC(=O)CC(C(=O)O)N2c2ccc(Oc3ccccc3)cc2)n1 (configuration not stated)
[30] Cc1cccc(NC(=O)CSc2nc(C)nc3c2c(=O)n(C)c(=O)n3C)c1
compound no.	25	26	27	28	29	30
ASAP1 inh	6	0	-10	13	12	-3
MBD2 DNA inh	3	8	-4	1	-4	-7
Tn6 DDE FP	-2	-5	-3	1	-1	1
PLCg1 inh	-25	3	0	0	-2	0
ARFGAP1 inh	-1	1	-3	16	-8	-18
UHRF1 binding	11	10	-2	-1	0	-1
proKLK7 act	-0.4	-0.3	0.0	0.1	0.0	-0.8
ADAM17 inh	-31	-6	5	0	-2	1
DDE Tn7 FP inh	1	7	-1	-4	9	9
PLCb3 inh	-27	9	-6	-1	-4	5

[31] CC1=C(C(=O)OC2CCCCC2)C(c2ccccc2Br)NC(=O)N1 (configuration not stated)
[32] O=[N+]([O-])c1ccc(C[n+]2cccc(O)c2)cc1
[33] Cc1ccc(C(=O)Oc2cc(C)n(C)c(=O)c2)cc1
[34] Cc1ccccc1Cn1cc(C)c(=O)[nH]c1=O
[35] COc1ccc(NC(=O)c2ccc(-n3nc(C)cc3C)cc2)cc1OC
[36] CN(C)c1cccc(C(=O)OCCCC(=O)c2ccc(F)cc2)c1
compound no.	31	32	33	34	35	36
ASAP1 inh	-6	7	-1	-3	-1	-4
MBD2 DNA inh	2	-5	2	2	-1	-3
Tn6 DDE FP	4	-11	-2	0	1	-1
PLCg1 inh	0	1	2	-1	0	-66
ARFGAP1 inh	-9	3	9	14	8	9
UHRF1 binding	-4	-1	-1	0	-2	16
proKLK7 act	-0.6	0.7	0.0	-0.2	-0.1	0.3
ADAM17 inh	-2	2	1	-5	-3	-2
DDE Tn7 FP inh	-3	-2	-7	4	-4	1
PLCb3 inh	-2	5	6	-4	1	-69

[37] N#CC(C#N)=Cc1cc2ccccc2nc1N1CCCCC1
[38] Cn1cnnc1SCC(=O)N(Cc1ccc2c(c1)OCO2)C1(C(=O)NC2CCCCC2)CCCC1
[39] Cc1ccc(C(=O)NC(=S)Nc2ccccc2N2CCCC2)cc1[N+](=O)[O-]
[40] COCC(C)NS(=O)(=O)c1ccc(C(=O)NCCCn2ccc3ccccc32)cc1 (configuration not stated)
[41] O=C(OCC(=O)N1CCOCC1)c1cc(F)c(F)cc1Cl
[42] Cc1cc(NC(=O)CC(C)C)c(=O)n(Cc2cccc(F)c2)c1
compound no.	37	38	39	40	41	42
ASAP1 inh	3	-1	14	15	7	-23
MBD2 DNA inh	1	-1	-3	-2	-2	-10
Tn6 DDE FP	0	0	1	4	-3	5
PLCg1 inh	-27	-4	-15	3	2	-1
ARFGAP1 inh	2	8	20	1	16	7
UHRF1 binding	-4	2	-6	1	-1	-6
proKLK7 act	-0.8	-0.3	-0.7	0.2	-0.9	-0.2
ADAM17 inh	-22	-3	-5	5	-5	-2
DDE Tn7 FP inh	-4	-2	-5	-6	5	6
PLCb3 inh	-28	0	-20	4	2	-8

[43] CCOCC(=O)Nc1nnc(Cc2ccc(OC)c(OC)c2)s1
[44] COc1cc(NC(=O)c2ccco2)c(OC)cc1NC(=O)CSc1ncc(-c2ccc(F)cc2)[nH]1
[45] COc1ccccc1NC(=O)CSc1nnnn1-c1ccccc1F
[46] C/C(=N/NC(=O)CNC(=O)CCc1ccccc1)c1ccc(Cl)c(Cl)c1
[47] CC1=C(N2CCCCC2)CCC1=O
[48] CCCS(=O)(=O)NC(=O)C1(C)CCCN(C(=O)c2cc(F)cc(F)c2)C1 (configuration not stated)
[49] N#Cc1ccccc1OCC(=O)OCC(=O)NCc1ccc2c(c1)OCO2
compound no.	43	44	45	46	47	48	49
ASAP1 inh	0	13	10	1	-15	-7	-16
MBD2 DNA inh	-4	-1	4	0	0	0	4
Tn6 DDE FP	-5	1	-3	1	2	1	6
PLCg1 inh	-2	4	0	-2	-1	0	-6
ARFGAP1 inh	8	11	0	7	-6	-5	-19
UHRF1 binding	-1	3	-2	0	-2	2	-1
proKLK7 act	0.0	-0.9	0.5	0.0	-0.2	-0.1	-0.8
ADAM17 inh	-3	6	-2	-4	-1	-1	-3
DDE Tn7 FP inh	-7	-7	-7	0	-2	-3	5
PLCb3 inh	-9	-4	-4	-4	3	-2	-8
